# Compound activity from PubChem.
# TNAP pNPP inh: blocks human TNAP p-nitrophenol release. AID 615. purified TNAP, pNPP hydrolysis, absorbance 405 nm. inhibition, % at 20 µM. 21,000 tested, under 10 active;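 also: 0% = DMSO only wells and 100% = 1 mM levamisole wells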
# Target sequence (P05186 whole entry, looked up): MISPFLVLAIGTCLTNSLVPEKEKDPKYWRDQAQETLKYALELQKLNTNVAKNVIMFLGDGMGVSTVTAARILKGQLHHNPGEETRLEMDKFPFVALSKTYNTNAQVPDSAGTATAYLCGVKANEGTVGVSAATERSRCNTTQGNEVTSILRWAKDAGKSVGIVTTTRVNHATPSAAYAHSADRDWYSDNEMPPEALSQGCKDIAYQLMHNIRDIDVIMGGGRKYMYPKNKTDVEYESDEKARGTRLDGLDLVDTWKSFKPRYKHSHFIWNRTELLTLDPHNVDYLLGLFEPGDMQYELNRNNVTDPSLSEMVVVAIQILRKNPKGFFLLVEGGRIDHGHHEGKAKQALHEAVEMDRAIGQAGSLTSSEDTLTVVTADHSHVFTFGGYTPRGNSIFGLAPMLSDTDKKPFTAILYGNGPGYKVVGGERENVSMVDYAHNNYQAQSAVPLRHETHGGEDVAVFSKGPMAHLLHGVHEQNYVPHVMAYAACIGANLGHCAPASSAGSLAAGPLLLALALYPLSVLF
# TNAP inh Pi: inhibitors of human tissue-nonspecific alkaline phosphatase; P05186; purified TNAP, pNPP, malachite green phosphate absorbance; inhibition, % at 20 µM; 21,000 tested, under 10 active
# The depositor's hits bear a star.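 The calls were made as follows: active = inhibition above 50% at the 20 µM single-dose screen; inactive = the rest.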
SMILES,TNAP pNPP inh,TNAP inh Pi
CCOC(=O)C1CCN(C(c2cc3ccc(C)c(C)c3[nH]c2=O)c2nnnn2C2CCCCC2)CC1 (centres undefined),-3,10
CC(=O)N/C(=N/c1nc(C)cc(C)n1)Nc1ccc(NC(C)=O)cc1,0,5
COCCSc1nnc(NC(=O)CSc2ccccc2)s1,-1,10
CC1CN(Cc2nc3c(c(=O)n(C)c(=O)n3C)n2CC(O)CO)CC(C)O1 (centres undefined),2,6
CCOC(=O)C1CCCN(S(=O)(=O)c2cc(OCC(N)=O)c(C)cc2Cl)C1 (centres undefined),2,3
Cn1nnnc1SCc1nnc(-c2ccc(Cl)cc2)o1,7,10
O=c1c2c3c(sc2n2cnnc2n1C1CCCCC1)CCC3,4,9
CCOC(=O)C1CCCN(S(=O)(=O)c2ccc(C)cc2)C1 (centres undefined),3,8
Cc1ccc(-n2nnnc2SCC(=O)Nc2cccc(NC(=O)c3ccco3)c2)cc1C,4,9
Cc1cc(=O)oc(C)c1C(=O)NCC1CCCO1 (centres undefined),6,10
O=C(NCc1ccccc1)N(Cc1nc2ccccc2c(=O)[nH]1)C1CCCC1,1,0
Cc1occc1-c1nnc(SCC(=O)NCCc2ccccc2)n1C(C)c1ccccc1 (centres undefined),2,2
Cc1ccc(S(=O)(=O)Nc2nonc2C)cc1,1,-19
O=C(NCCCN1CCOCC1)[C@@H]1CSC2c3ccccc3C(=O)N21 (some centres undefined),7,7
Cc1cc(=O)[nH]c(/N=C(\N)Nc2cccc3ccccc23)n1,4,11
CCCn1c(N2CCC(Cc3ccccc3)CC2)nc2c1c(=O)[nH]c(=O)n2C,9,7
CCOC(=O)c1c(C2COc3ccccc3O2)csc1NC(=O)c1ccco1 (centres undefined),-1,4
CC(C)COc1ccc(C(=O)N(Cc2ccco2)C2CCS(=O)(=O)C2)cc1 (centres undefined),5,11
COc1cc(OC)cc(C(=O)OCc2cc3ccccc3[nH]c2=O)c1,-1,9
Cc1c(-c2cccs2)[n+](=O)c2c(n1[O-])CCCC2,1,4
CCOC(=O)c1c(-c2cccs2)csc1NC(=O)CCCC(=O)O,0,0
Nc1ncn(C(=O)c2ccco2)n1,2,-28
COCC(=O)N(Cc1cc2ccccc2[nH]c1=O)c1ccccc1OC,-7,1
COc1ccc(CN(CCCN2CCOCC2)C(=O)Nc2ccccc2)cc1OC,5,10
COc1cc(C2c3c(oc4cc(C)c(C)cc4c3=O)C(=O)N2c2cc(C)ccn2)ccc1O (centres undefined),-1,-10
Cc1cc(C(C#N)c2ccccc2)n2ncnc2n1 (centres undefined),0,0
O=C1NC2NC(=O)N(C(Cc3ccccc3)C(=O)O)C2N1 (centres undefined),-11,-9
COc1cc(OC)cc(-n2c3nc4ccccc4nc3c3c(=O)n(CC4CCCO4)cnc32)c1 (centres undefined),-2,4
CCOc1cc(S(=O)(=O)NC2CCCCCC2)ccc1F,0,9
CCOc1ccccc1-n1c(SCC(=O)N2CCOCC2)nnc1-c1ccccn1,4,8
COCCOC(=O)C1=C(C)NC(C)=C(C(=O)OC(C)C)C1c1cccc([N+](=O)[O-])c1 (centres undefined),3,8
Cc1cc(NS(=O)(=O)c2cccs2)no1,6,8
CC(=O)Nc1nnc(SCC(=O)NCCOc2ccccc2)s1,1,10
Clc1ccc(OCCn2cnc3ccccc32)cc1,-4,-4
COc1cccc(NC(=O)CN(c2cccc(F)c2)S(C)(=O)=O)c1,4,5
COc1ccc(C2CC(c3ccccc3)Nc3nc(NC(=O)c4ccco4)nn32)cc1 (centres undefined),6,5
O=C(c1cccnc1)N(Cc1ccccc1)c1ccccc1,4,-8
CSc1nnc(C)c(=O)[nH]1,3,5
CCn1c(SCC(=O)Nc2nc3ccccc3s2)nnc1-c1ccc(OC)cc1,4,4
O=C(Nc1nncs1)c1ccc(Br)c(S(=O)(=O)N2CCCC2)c1,5,7
Cc1ccc(-n2c(Cc3cccs3)nnc2SCC(=O)Nc2ccc(S(N)(=O)=O)cc2)cc1,4,8
Cc1ccc(-c2nnn(CC(=O)N(CC(=O)NCC3CCCO3)c3ccc(F)c(Cl)c3)n2)o1 (centres undefined),3,7
O=C(COC(=O)c1cccc(S(=O)(=O)N2CCN(c3ccccc3)CC2)c1)NCc1ccco1,1,14
O=C(NC1CCCCC1)N1CCc2ccccc21,-13,-8
Oc1c(-c2cc(-c3ccco3)[nH]n2)ccc2ccccc12,0,0
O=C1CCCCCN1CP(=O)(O)CN1CCOCC1,3,14
CCCN(Cc1cc2cc(C)ccc2[nH]c1=O)S(C)(=O)=O,-8,2
COC(=O)[C@H](Cc1ccccc1)NC(=O)NCc1ccc(S(N)(=O)=O)cc1,5,-9
CCCCCCc1cc2cc(-c3nnc(-c4ccccc4O)o3)c(=O)oc2cc1O,0,0
CNc1nc2c(c(=O)n(C)c(=O)n2C)n1Cc1ccccc1,3,6
OC(COc1ccc2cc(Br)ccc2c1)CN1CCCC1 (centres undefined),3,3
O=C(Nc1ccc2c(c1)OCO2)c1cc2n(n1)C(C(F)(F)F)CC(c1ccccc1)N2 (centres undefined),4,-6
CCN(CC)C(=O)CSC1=C(C#N)C(c2cccs2)C=C(C)N1 (centres undefined),-1,-38
Cc1c(C(=O)Nc2ccc(Cl)cn2)oc2ccccc12,3,12
COc1cccc(C(=O)N2CCN(CCCc3ccccc3)CC2)c1OC,6,-5
O=C(O)c1cc2nc(-c3ccccc3)cc(C(F)(F)F)n2n1,7,11
O=C(c1cnn2c(C(F)F)cc(-c3ccccc3)nc12)N1CCOCC1,1,6
O=c1nc(-c2ccccc2)c2ccccc2[nH]1,3,11
Cn1ccnc1SCc1cn2ccccc2n1,-14,-8
COc1ccc(C)cc1NC(=O)CSc1nnc(-c2cc3cccc(OC)c3o2)n1N,3,8

# Copied from the list:
# `CNc1nc2c(c(=O)n(C)c(=O)n2C)n1Cc1ccccc1` in TNAP inh Pi → 6
# `Cc1cc(NS(=O)(=O)c2cccs2)no1` in TNAP pNPP inh → 6
# `Cc1ccc(-c2nnn(CC(=O)N(CC(=O)NCC3CCCO3)c3ccc(F)c(Cl)c3)n2)o1` (centres undefined) in TNAP inh Pi → 7

# The list goes on:
SMILES,TNAP pNPP inh,TNAP inh Pi
CSC(=NCc1cccnc1)NS(=O)(=O)c1cccs1,5,11
C=C(C)COc1ccc(-c2[nH]ncc2Oc2cccc(OC)c2)c(O)c1,-6,10
CCOC(=O)c1ccc2c(c1)nc(COc1ccccc1C#N)n2CC,4,10
Cc1ccc(CSc2nnc(-c3ccco3)n2N)cc1,6,9
Cc1cc2ncn(-c3ncnc4sc(C)c(C)c34)c2cc1C,7,14
Cc1cc(C)nc(Sc2c(C)nn(-c3ccccc3)c2C)n1,4,6
Cc1nnc(C)n1N1C(=O)c2cccc3cccc(c23)C1=O,-1,6
O=C(CCNS(=O)(=O)c1ccc(Cl)cc1)N1CCC2(O)CCCCC2C1 (centres undefined),2,-17
Cc1ccc2c(c1)nnn2C1CCN(S(=O)(=O)c2ccc(C(=O)N3C(C)CCCC3C)cc2)CC1 (centres undefined),6,12
Cc1nc2sccn2c1P(c1c(C)nc2sccn12)c1c(C)nc2sccn12,4,11
CN1CCc2c(sc3c2C(=O)NC(c2cccs2)N3)C1 (centres undefined),-1,-23
CCOC(=O)CCn1c(=O)c2c(nc(Br)n2Cc2ccccc2)n(C)c1=O,4,8
COc1ccc(S(=O)(=O)c2ccc(OC)c(OC)c2)cc1OC,3,-12
COc1cccc(C(c2nnnn2Cc2ccco2)N2CCN(c3cccc(C)c3C)CC2)c1OC (centres undefined),4,7
CCn1c(Cc2cccn2C)nnc1SCC(=O)c1ccc(C)cc1,5,-4
CCOc1cc(CN2CCOCC2)cc(C(C)=O)c1,1,-25
COc1ccc(C2C/C(=N\O)C(C)(C)O2)cc1 (centres undefined),1,8
CN(Cc1ccccc1)c1nc2c(c(=O)[nH]c(=O)n2C)n1Cc1ccccc1,2,1
C=CCOC(=O)Nc1c(C(=O)OC)[nH]c2ccc(Cl)cc12,4,8
COc1ccc(C2C(C#N)=C(N)Oc3n[nH]c(C)c32)cc1CSc1ccccn1 (centres undefined),5,5
COCCn1nnnc1C(c1ccccc1OC)N1CCN(c2ccccc2F)CC1 (centres undefined),-6,-2
CC(=O)n1c2ccccc2c2c1c1ccccc1n2C,-6,0
CSc1nc(Oc2ccc(=O)[nH]n2)nc(N(C)C)n1,5,8
c1coc(-c2nnc3sc(-c4cccs4)nn23)c1,-8,-14

# Compound profiles (already shown):
# O=C1NC2NC(=O)N(C(Cc3ccccc3)C(=O)O)C2N1 (centres undefined) in the list: TNAP pNPP inh = -11; TNAP inh Pi = -9
# COCCSc1nnc(NC(=O)CSc2ccccc2)s1 in the list: TNAP pNPP inh = -1; TNAP inh Pi = 10
# CC(C)COc1ccc(C(=O)N(Cc2ccco2)C2CCS(=O)(=O)C2)cc1 (centres undefined) in the list: TNAP pNPP inh = 5; TNAP inh Pi = 11

# Filtered by structure: the compounds so far with a CF3 group.
SMILES,TNAP pNPP inh,TNAP inh Pi
O=C(Nc1ccc2c(c1)OCO2)c1cc2n(n1)C(C(F)(F)F)CC(c1ccccc1)N2 (centres undefined),4,-6
O=C(O)c1cc2nc(-c3ccccc3)cc(C(F)(F)F)n2n1,7,11

# Continued.
SMILES,TNAP pNPP inh,TNAP inh Pi
COc1ccc(C2CC(C(F)(F)F)n3nc(C(=O)O)cc3N2)cc1OC (centres undefined),4,8
Clc1ccccc1-c1nc(-c2cccnc2)no1,7,14
CCn1c(SCC(=O)Nc2cc(C)c(Cl)cc2OC)nnc1-c1ccco1,7,10
Cc1cc(C(=O)Cn2nnc(-c3ccc(Cl)cc3)n2)c(C)n1CC1CCCO1 (centres undefined),2,6
Cn1c2c(c(=O)n(C)c1=O)CN(Cc1ccco1)CN2,-2,1
O=C(NCc1ccccc1F)C1CCCN1C(=O)NCc1ccccc1 (centres undefined),2,16
Cc1ccc(OCc2ccc(C(=O)N3CCOCC3)cc2)cc1C,6,9
Nc1ccn(-c2ccccc2)c(=O)c1,4,13
CCCCCC/C(=N/O)c1ccccn1,-1,12
O=C(c1ccco1)n1nc(-c2ccc(Cl)cc2)nc1NCc1ccco1,0,0
O=c1n(-c2cccc(Cl)c2)c(=O)n2n1CCC2,-3,4
CCOC(=O)N1CCN(C(=O)CSc2ccccc2)CC1,5,8
CCCOc1ccc(C(C)=O)cc1CSCCC#N,2,6
Cc1nc2ccccn2c1P(=Nc1ccccc1)(N(C)C)N(C)C,-35,-41
Cc1nnc(NC(=O)CCSc2ccccc2)s1,0,0
CCCn1c(O)c(CN2CCCCC2)c(C)c(C#N)c1=O,9,6
CCCCc1c(O)n2c(nc3ccccc32)[nH]c1=O,-1,5
COC(=O)C1C(=O)CC(C)(O)C(C(=O)OC)C1c1ccc2c(c1)OCO2 (centres undefined),3,10
COC(=O)c1cc(OC)c(OC)c(OC)c1NC(=O)c1ccc(S(=O)(=O)N(C)C)cc1,-3,6
CCc1ccccc1N1CCN(S(=O)(=O)c2cc(OC)ccc2OC)CC1,5,13
CC1CCc2c(sc(NC(=O)c3ccc(Cn4cc(Br)cn4)o3)c2C(N)=O)C1 (centres undefined),-1,8
CCCn1c(C)cc(C(=O)CSc2nnc3n(CCC)c(=O)c4ccccc4n23)c1C,0,0
CC1(C)CC(=O)C2=C(C1)OC(N)=C(C#N)[C@@]21C(=O)N(CC(N)=O)c2ccccc21,-12,-17
Cc1ccc(N2C(=O)c3sc4nnc(C)c(=O)n4c3C2=O)cc1,0,0
CCOC(=O)C1CCCN(c2nc3ccccc3nc2C(C#N)C(=O)OC(C)COC)C1 (centres undefined),2,6
CCc1cccc(CC)c1N(COC)C(=O)Cn1ccccc1=N,5,9
Cc1occc1C(=O)Nc1sc2c(c1C(N)=O)CCCCC2,-6,-7
O=S(=O)(NCc1ccco1)c1ccc2c(c1)Cc1ccccc1-2,-1,4
CCOCC(=O)NCc1ccc2c(c1)OCO2,0,-29
[O-]/[N+](=C\c1ccccc1)[C@@H]1CCCC[C@@H]1/[N+]([O-])=C/c1ccccc1,-1,-20
COC(=O)c1ccccc1S(=O)(=O)N(Cc1cc2ccc(OC)cc2[nH]c1=O)CC1CCCO1 (centres undefined),2,7
Cc1ccc2c(c1)[nH]c1c(=O)n(CCN3CCCCC3)cnc12,3,8
Cc1nc2c(c(=O)n1CC1CCCO1)c1nc3ccccc3nc1n2Cc1ccc2c(c1)OCO2 (centres undefined),-14,-8
CCCCN(CCCC)c1nc2ccccc2nc1C(C#N)C(=O)NCCCOC (centres undefined),5,1
CCCCCOC(=O)c1cc(=O)[nH]c2ccccc12,0,7
N#Cc1nc(COc2ccccc2)oc1N1CCN(Cc2ccccc2)CC1,-8,3
O=C(NCCN1CCOCC1)c1ccc(-c2ccccc2)cc1,8,10
COCCNC(=O)C(C#N)c1nc2ccccc2nc1N1CCN(Cc2ccc3c(c2)OCO3)CC1 (centres undefined),0,8

# Shown field by field: 2 of the compounds above.
Cc1nnc(NC(=O)CCSc2ccccc2)s1
  TNAP pNPP inh = 0 | TNAP inh Pi = 0

CCOC(=O)CCn1c(=O)c2c(nc(Br)n2Cc2ccccc2)n(C)c1=O
  TNAP pNPP inh = 4 | TNAP inh Pi = 8

# This is a subset. The share of hits here may be higher or lower than overall.
